High-throughput results from PubChem BioAssay.
CFTR F508del cor – F508del CFTR correction, initial screen, CFBE line, single point | actives 0.36% (n = 350,000) | AID 720511, 2013 | CFBE cells, YFP halide quenching; stimulated with forskolin plus potentiator P3; % fluorescence drop versus neutral controls | activity (quench increase), % at 7.58 µM;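 active = mean added fluorescence quench of at least 8% versus neutral control, with both replicates also reaching 8%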;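 also: cells transiently co-express mutant CFTR-F508del with the halide-sensitive YFP; corrector assay measuring rescue of mutant channel to the surface after 24 h compound exposure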
Xi reactivation – activators of inactive X chromosome reactivation, primary screen, imaging, XiGFP fibroblasts, GFP high-content imaging, set 2. XiGFP mouse fibroblasts, % GFP-positive cells imaging, 3 d; cells co-treated with 5-aza-dC sensitizer; scaled so ellipticine positive control = 100%. activation, % at 7.58 µM. actives 0.055% (n = 360,000). AID 743238, 2013;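 active = mean normalized replicate activation at least 10% and every replicate at or above 10%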;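 also: 0% = median of on-plate neutral control wells and 100% = ellipticine 6 µM median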
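assay system = SV40-immortalized XiGFP fibroblast cells, line 68-5-11 | buffer or medium = DMEM plus 5-aza-dC sensitizer | doses = single-point pinned compound dosing | times = 3-day compound exposure, then 15 min fixation at room temperature | benchmarks = positive control ellipticine, 6 µM final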
RAD52 anneal inh – RAD52 DNA annealing inhibitors, primary screen, biochemical, FRET, single point, set 2. inhibition, % at 18.7 µM. DNA repair protein RAD52 homolog (Homo sapiens), P43351. actives 0.46% (n = 360,000). recombinant RAD52 DNA annealing, FRET fluorescence. AID 651710, 2012;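 active = every replicate showing at least 50% inhibition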
ERAP1 inh – human ERAP1 aminopeptidase inhibitors, primary screen, biochemical, single point, plate reader | AID 652197, 2013 | actives 0.15% (n = 340,000) | Endoplasmic reticulum aminopeptidase 1 (Homo sapiens), Q9NZ08 | recombinant ERAP1, Leu-AMC fluorescence, 60 min | inhibition, % at 10.7 µM;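 active = mean replicate inhibition of at least 30%, or all replicates individually reaching that 30% level; inactive = mean below 30% and not every replicate reaching it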;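 also: 0% = neutral control wells and 100% = L-leucinethiol positive control wells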
Target sequence (Q9NZ08 whole entry, looked up): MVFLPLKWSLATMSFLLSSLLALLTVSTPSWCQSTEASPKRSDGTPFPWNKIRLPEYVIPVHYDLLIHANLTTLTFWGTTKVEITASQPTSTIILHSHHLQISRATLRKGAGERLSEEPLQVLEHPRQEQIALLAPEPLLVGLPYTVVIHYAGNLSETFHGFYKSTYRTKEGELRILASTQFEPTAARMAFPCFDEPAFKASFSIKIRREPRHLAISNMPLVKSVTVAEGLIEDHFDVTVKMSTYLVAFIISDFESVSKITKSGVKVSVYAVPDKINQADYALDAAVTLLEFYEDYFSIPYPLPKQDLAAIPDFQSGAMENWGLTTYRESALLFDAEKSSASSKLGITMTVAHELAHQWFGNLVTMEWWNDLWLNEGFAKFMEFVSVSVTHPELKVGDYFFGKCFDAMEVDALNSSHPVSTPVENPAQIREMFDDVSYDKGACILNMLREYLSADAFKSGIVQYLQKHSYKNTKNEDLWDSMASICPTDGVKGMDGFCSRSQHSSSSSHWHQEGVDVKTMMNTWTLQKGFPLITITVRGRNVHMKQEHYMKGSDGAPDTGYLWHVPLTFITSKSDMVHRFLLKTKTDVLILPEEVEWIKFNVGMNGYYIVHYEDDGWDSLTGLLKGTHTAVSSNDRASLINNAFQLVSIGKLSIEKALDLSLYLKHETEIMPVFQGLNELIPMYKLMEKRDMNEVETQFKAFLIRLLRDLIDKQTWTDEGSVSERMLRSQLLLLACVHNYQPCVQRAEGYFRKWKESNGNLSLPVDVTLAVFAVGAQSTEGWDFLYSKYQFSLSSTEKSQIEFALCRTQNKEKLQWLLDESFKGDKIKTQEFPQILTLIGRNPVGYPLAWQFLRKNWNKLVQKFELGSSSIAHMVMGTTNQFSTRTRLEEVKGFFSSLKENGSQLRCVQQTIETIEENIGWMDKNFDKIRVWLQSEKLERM
GSIS activator – GLuc luminescence reporter in INS-1E cells, primary screen for activators of glucose-dependent secretion of insulin | activation, % at 16.6 µM | AID 743287, 2014 | INS-1E GLuc reporter insulin secretion, 2-3 h | actives 0.61% (n = 370,000);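 active = lowest replicate activation of at least 40%, so every replicate reaches that level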;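 also: 0% = median of neutral control wells and 100% = median of IBMX positive control wells; some compounds called inactive have numbers as strong as hits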
ARNT-TACC3 inh – disruptors of ARNT/TACC3 protein interaction, primary screen, biochemical, AlphaScreen, single concentration. AlphaScreen His-ARNT PAS-B/GST-TACC3 binding, luminescence; TACC3 fragment carries E629A point mutation. inhibition, % at 9.99 µM. actives 0.66% (n = 390,000);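 active = mean inhibition of replicates at least 50% and at least half of replicates each reaching 50%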;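 also: 0% = complete ARNT plus TACC3 wells and 100% = ARNT alone without TACC3; many hits fall short of the cut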
esBAF inh – Bmi1 luciferase reporter increase in mESCs, primary screen, esBAF inhibitor project, mouse ES cells, Bmi1 luciferase knock-in, single point; 24 h; 100% = twice the neutral-well signal; reporter increase, % at 12.5 µM; actives 2% (n = 350,000); AID 602393, 2012; in the data active = activation above about 40%;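 also: 0% = median of the plate's neutral control wells and 100% = double that signal; a rise in the Bmi1 reporter signal indicates esBAF inhibition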
RAD54 branch – inhibitors of human RAD54 branch migration, primary screen, biochemical, fluorescence, single point. inhibition, % at 10.4 µM. AID 602329, 2012. RAD54 Holliday junction branch migration, FAM/BHQ fluorescence. DNA repair and recombination protein RAD54-like (Homo sapiens), Q92698. actives 0.14% (n = 360,000);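 active = mean normalized replicate activity at least 40 and at least half of replicates scoring 40 or more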;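 also: 0% = median of neutral control wells and 100% = median of positive control wells; inhibitors cause a drop in the FAM fluorescence signal; in these data hits start at about 50%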
An asterisk follows results filed as active; . = no result given; & = joins results of further samples.

Preview (3 entries):
SMILES	CFTR F508del cor	Xi reactivation	RAD52 anneal inh	ERAP1 inh	GSIS activator	ARNT-TACC3 inh	esBAF inh	RAD54 branch
COc1ccc2c(c1OC)C(=O)N1N=C(c3ccc(F)cc3)CC21 (stereo not given)	1.2	0.0	-3	3	5	1	8	.
O=C(Nc1cccc([N+](=O)[O-])c1)N1CCCc2ccccc21	-0.3	0.2	-39	-4	44	-4	18	-18
COc1c(C)cc(C(O)c2ncc(-c3ccccc3F)[nH]2)cc1C (stereo not given)	0.8	-0.2	8	-1	-31	.	0	-11

The listing (from the top)
SMILES	CFTR F508del cor	Xi reactivation	RAD52 anneal inh	ERAP1 inh	GSIS activator	ARNT-TACC3 inh	esBAF inh	RAD54 branch
COc1ccc2c(c1OC)C(=O)N1N=C(c3ccc(F)cc3)CC21 (stereo not given)	1.2	0.0	-3	3	5	1	8	.
O=C(Nc1cccc([N+](=O)[O-])c1)N1CCCc2ccccc21	-0.3	0.2	-39	-4	44	-4	18	-18
COc1c(C)cc(C(O)c2ncc(-c3ccccc3F)[nH]2)cc1C (stereo not given)	0.8	-0.2	8	-1	-31	.	0	-11
O=C(NCC1CCCN1S(=O)(=O)c1cccs1)C(=O)Nc1ccccc1Cl (stereo not given)	-6.6	0.0	-47	3	-7	-1	51*	-1
COc1ccc(Cc2nnc(SCC(=O)c3c(N)n(C4CC4)c(=O)[nH]c3=O)o2)cc1	0.2	0.0	8	-1	-6	2	5	0
O=C(CSc1cn(CC(=O)N2CCCCCC2)c2ccccc12)NCC1CCCO1 (stereo not given)	0.2	0.2	-10	1	9	-7	.	.
C[C@H]1CN([C@@H](C)CO)C(=O)c2cccc(NS(=O)(=O)c3ccc(Cl)cc3)c2O[C@@H]1CN(C)C(=O)Nc1ccc(C(F)(F)F)cc1	1.9	-1.0	-25	.	-14	-2	-3	-2
CCC(C)NC(=O)Cn1cc(S(=O)(=O)N2CCCC2)c(S(=O)(=O)N2CCCC2)c1 (stereo not given)	0.2	0.0	-9	-5	-4	-3	4	-7
COc1ccc(C)cc1NC(=O)CN1C(=O)COc2ccc(S(=O)(=O)N3CCC(C)CC3)cc21	0.2	0.1	-18	1	-16	-5	3	-5
CN1CCN(S(=O)(=O)c2ccc(N)cc2)CC1	-1.5	1.0	-22	.	-6	-8	-5	-12
CCN(CC)c1nc(C(F)(F)F)nc2c1nnn2Cc1ccccc1	0.6	0.6	-13	0	-27	2	-5	-9
CN1C(=O)c2cc(NS(=O)(=O)c3ccccc3Cl)ccc2OC[C@@H]2O[C@H](CC(=O)O)CC[C@H]21	-0.1	0.2	-3	-1	5	8	1	3
Cc1ccc(C2C(=O)N(C3CCCC3)CC(=O)N2CC2COc3ccccc3O2)cc1 (stereo not given)	.	.	.	.	-3	5	-6	14
CC(=O)N1CCCc2cc(S(=O)(=O)N3CCCC(C(=O)Nc4ccccc4C)C3)ccc21 (stereo not given)	-0.9	0.0	-4	1	-7	1	0	4
COC(=O)C1=C(C)N(Cc2cccc(C(F)(F)F)c2)C(=NCc2ccc3c(c2)OCO3)NC1c1ccccc1C(F)(F)F (stereo not given)	0.8	0.3	-36	2	-18	.	.	.
COc1cc(CCCN2CCNC[C@@H]2Cc2ccc(O)cc2)cc(OC)c1OC	-4.0	0.1	-10	11	-1	-15	-1	5
COc1ccccc1C(=O)NCCCNC(=O)c1cnccn1	1.4	0.0	-12	1	-5	4	0	4
C[C@@H]1CN([C@@H](C)CO)C(=O)c2cc(NS(=O)(=O)c3ccccc3)ccc2O[C@H]1CN(C)C(=O)Nc1ccccc1	1.2	0.0	0	-1	12	-6	0	5
CCCCN1CC(COCc2ccccc2)Oc2cccc(Oc3ccc(C(C)C)cc3)c2S1(=O)=O (stereo not given)	-0.5	0.0	-20	-1	0	-4	2	-8
Cn1ncc(Br)c1C(=O)N/N=C/c1cccc(OC2CSC2)c1	.	0.3	-24	-3	10	-16	-29	.
COC(=O)CN(c1ccc2c(c1)OCO2)S(=O)(=O)c1c(C)[nH]c(=O)[nH]c1=O	4.0	0.0	-12	1	-4	-2	1	1
CNC[C@@H]1Oc2ccc(NC(=O)NC(C)C)cc2C(=O)N([C@@H](C)CO)C[C@H]1C	-1.3	0.1	-1	2	3	2	-1	2
CCOc1ccccc1CN1CCN(S(C)(=O)=O)CC1	.	.	-18	-3	8	-13	-4	6
c1ccc([C@H]2CN3C(=N2)Sc2ccccc23)cc1	3.9	0.0	-3	1	.	-56	17	-11
O=C(COC(=O)c1cccc(S(=O)(=O)N2CCOCC2)c1)NCc1ccc2c(c1)OCO2	-0.2	0.2	1	-2	-11	0	3	-14
COc1ccc(NC(=O)N(Cc2ccc(C)cc2)Cc2cccnc2)c(OC)c1	-0.3	0.0	-1	-1	.	3	8	-10
COc1ccc(NC(=S)NC(=O)c2csnn2)cc1	.	0.0	-5	0	-3	0	.	.
C[C@H](CO)N1C[C@H](C)[C@H](CN(C)C(=O)Nc2ccc(F)cc2)Oc2ncc(-c3ccc(F)cc3)cc2C1=O	-1.2&-2.1	0.3	.	.	-25	.	7&9	.
C[C@H](NC(=O)c1ccccc1)C(=O)N1CCC2(CC1)NCCc1[nH]cnc12	-0.9	0.0	-12	-2	21	-6	-1	-10
C[C@@H]1CN([C@H](C)CO)C(=O)c2cccc(NS(=O)(=O)c3cccs3)c2O[C@@H]1CN(C)CC1CC1	2.3	0.2	-17	-1	13	.	4	3
CCOC(=O)CNc1nc(Oc2ccc(=O)n(C)n2)nc(N(CC)CC)n1	2.4	0.1	10	-4	-2	-2	.	.
COc1ccc2c3c([nH]c2c1)[C@@H](CO)N(C(=O)c1ccc(F)cc1)CC31CCN(C(=O)Nc2cccc(F)c2)CC1	-0.8	0.1	1	3	-9	.	.	.
Cc1ccc(Cl)cc1N(C)C(=O)Cn1ncc2c([nH]c3ccccc32)c1=O	1.0	0.0	-3	-1	0	-4	8	-1
CCOc1cc(C(=O)Nc2ccc(S(=O)(=O)N3CCOCC3)cc2)cc(OCC)c1OCC	.	.	-4	2	-4	5	-4	-4
CN(C)S(=O)(=O)c1cccc(NC(=O)c2ccc(COc3ccccc3)cc2)c1	-4.1	0.0	2	-1	-13	-5	10	-4
O=C(NCC[C@H]1CC[C@@H](NS(=O)(=O)c2cccc(F)c2)[C@H](CO)O1)C1CCCC1	-1.2	0.2	0	1	-15	-6	1	-5
CCCN1C[C@@H](C)[C@@H](OC)CN(C)C(=O)c2ccc(NS(=O)(=O)c3cn(C)cn3)cc2OC[C@@H]1C	-3.0	0.5	-1	3	11	-3	7	-1
Cc1cc(C(=O)N/N=C2\CC(=O)CC(C)(C)C2)n[nH]1	.	.	.	.	17	8	2	-6
CC(C)CCc1c(O)nc(SCC(=O)N2CCCCCC2)[nH]c1=O	2.7	0.2	-23	2	-9	-2	-2	-3
CC(C)C[C@H]1COc2cccc(N(C)CCO)c2S(=O)(=O)N1	0.6	0.0	-16	.	4	.	.	.
CC1=CC(C)(C)N2C(=O)C3(NCCc4c3[nH]c3ccccc43)c3cccc1c32 (stereo not given)	2.1	0.1	3	-4	-6	8	-9	-2
CC(=O)Nc1cccc(C(=O)NC2CCCc3c2cnn3-c2cc(C)cc(C)c2)c1 (stereo not given)	-0.1	0.0	-3	4	-1	0	3	-7
COc1ccccc1NC(=O)Cn1c(=O)oc2ccccc21	.	.	.	.	10	21	-5	-2
O=C(O)c1cc([N+](=O)[O-])ccc1-c1ccc([N+](=O)[O-])cc1C(=O)O	-2.3	0.1	1	-1	7	.	-2	6
Cc1ccc(N=Nc2ccc(N)cc2C)c(S(N)(=O)=O)c1	7.0	0.2	6	-1	-2	-11	25	-13
CCCSc1cc(N)cc([N+](=O)[O-])c1	4.0	0.2	-16	-1	6	.	.	.
COc1ncnc2c1ncn2CCCNc1ccc(C)c(C)c1	0.3	0.9	-12	12	-8	.	5	-3
CCOC(=O)c1c(NC(=O)C2CCCO2)sc(C(N)=O)c1C (stereo not given)	.	-0.1	.	.	19	.	-2	0
COc1cc(NC(=O)CN2C(=O)NC(c3ccccc3)(c3ccccc3)C2=O)c(C)cc1[N+](=O)[O-]	.	0.7	-10	6	-15	-3	.	.
NC(=O)c1ccc(NC(=O)COC(=O)CCCOc2ccccc2)cc1	-4.8	0.2	-10	-3	-6	.	.	.
O=C(OCc1cc(=O)n2c(n1)sc1ccccc12)c1cccc(O)c1	.	-0.1	.	.	20	-5	.	4
COc1ccc(-c2ccc([C@H]3[C@H]4CN(Cc5ccccc5)CC(=O)N4[C@H]3CO)cc2)cc1	0.7	0.0	11	1	-3	.	.	.
C[C@@H]1CN([C@H](C)CO)C(=O)c2cc(/C=C/c3ccccc3)cnc2O[C@H]1CN(C)C	0.4	0.2	1	1	-11	0	7	2
CCC(NC(=O)c1ccccc1NC(=O)c1ccccc1)C(=O)O (stereo not given)	.	.	-14	1	-4	-3	6	2
CC(C)N(C)Cc1nnnn1CC(=O)N(C)Cc1cccc(Cl)c1	1.9	0.0	-18	1	-9	0	-2	11
C[C@@H]1CN([C@@H](C)CO)C(=O)c2cc(NC(=O)C3CCCCC3)ccc2O[C@@H]1CN(C)S(=O)(=O)c1cn(C)cn1	1.2	-1.0	-6	1	8	-2	-2	2
COc1ccc(CN(C)C[C@@H]2Oc3ccc(NC(=O)C4CC4)cc3CC(=O)N([C@@H](C)CO)C[C@H]2C)cc1	-0.1	-0.7	4	-1	11	.	.	.

Compound profiles (already shown):
Cc1ccc(C2C(=O)N(C3CCCC3)CC(=O)N2CC2COc3ccccc3O2)cc1 (stereo not given) reads CFTR F508del cor = .; Xi reactivation = .; RAD52 anneal inh = .; ERAP1 inh = .; GSIS activator = -3; ARNT-TACC3 inh = 5; esBAF inh = -6; RAD54 branch = 14
C[C@H](NC(=O)c1ccccc1)C(=O)N1CCC2(CC1)NCCc1[nH]cnc12 reads CFTR F508del cor = -0.9; Xi reactivation = 0.0; RAD52 anneal inh = -12; ERAP1 inh = -2; GSIS activator = 21; ARNT-TACC3 inh = -6; esBAF inh = -1; RAD54 branch = -10
COc1ccccc1C(=O)NCCCNC(=O)c1cnccn1 reads CFTR F508del cor = 1.4; Xi reactivation = 0.0; RAD52 anneal inh = -12; ERAP1 inh = 1; GSIS activator = -5; ARNT-TACC3 inh = 4; esBAF inh = 0; RAD54 branch = 4
